# BLM inh – blocks DNA unwinding by human BLM helicase; recombinant BLM DNA unwinding, fluorescence dequenching; P54132; Potency, µM (top dose mostly 56.1 µM), without a hit: top-dose activity change, negative = inhibition, most hits filed as inhibitors; 0.2% of 350,000 active; AID 2528;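 note: potency is the fitted concentration of half-maximal effect; plate controls were vehicle for no effect and no enzyme for full effect; nearly all actives have a fitted effect of over 35% in size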
# Anesthetic bind – binds horse apoferritin like a general anesthetic | P02791 | apoferritin/1-aminoanthracene competitive binding, fluorescence | Potency, µM (top dose mostly 77.5 µM), for inactives: at the highest dose activity change, negative = displacement, hits mostly inhibitors | 0.074% of 350,000 active | AID 485281; note: potency is the fitted concentration of half-maximal effect; % is set by controls: 0 for no effect and ±100 for the full control effect; nearly all actives have a fitted effect of over 20% in size
# Target sequence (P02791 2-175 limits assumed): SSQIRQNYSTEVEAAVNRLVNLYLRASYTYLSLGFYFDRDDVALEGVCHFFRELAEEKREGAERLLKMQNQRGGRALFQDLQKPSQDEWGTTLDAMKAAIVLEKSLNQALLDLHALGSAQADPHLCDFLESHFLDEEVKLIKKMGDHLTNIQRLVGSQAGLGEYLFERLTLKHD
#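 In PBS, apoferritin at 10 uM is loaded with 1-AMA from a 50% saturated solution. After 10 min of compound exposure at ambient temperature, reduced 535 nm fluorescence indicates probe displacement.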
# ERG Ets-DNA blk – inhibitors of human ERG Ets domain-DNA interaction; P11308; fluorescence polarization, His-ERG Ets domain / labelled DNA; Potency, µM (doses to about 76.9 µM), for the others: at the highest dose FP activity, negative = inhibition, usual class: inhibitors; 0.028% of 370,000 active; AID 624246; active = well fitted inhibition curve with a large enough effect in the polarisation, with a control signal flat; inconclusive = small, poorly fitted or top-dose-only effect, or effect the other way, or a change in a side signal; inactive = no such curve, though single readings can be large or run the other way; the % refers to the polarisation;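 note: polarization taken with two DNA probes labelled with fluorescein and Texas red; potency is the fitted concentration of half-maximal effect; % of control where 0% means no effect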
#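 His-tagged ERG Ets domain (1 uM in the protein solution; 300mM KCl, 50mM Tris-HCl, 1mM EDTA, 1mM DTT, pH 7.5) received compound, then a probe mix of 5 nM fluorescein-DNA and 100nM Texas-615-DNA. Fluorescence polarization was read for both dyes.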
# POLK inh – DNA polymerase kappa (human) inhibition | Q9UBT6 | purified Pol kappa, fluorescent DNA synthesis assay, 10 min | AID 588579 | Potency, µM (highest dose often 107 µM), for inactives: at the highest dose activity, negative = inhibition, actives largely listed as inhibitors | 0.53% of 400,000 active; note: potency is the fitted concentration of half-maximal effect; % is set by controls: 0 for no effect and ±100 for the full control effect
# Target sequence (Q9UBT6 whole entry, looked up): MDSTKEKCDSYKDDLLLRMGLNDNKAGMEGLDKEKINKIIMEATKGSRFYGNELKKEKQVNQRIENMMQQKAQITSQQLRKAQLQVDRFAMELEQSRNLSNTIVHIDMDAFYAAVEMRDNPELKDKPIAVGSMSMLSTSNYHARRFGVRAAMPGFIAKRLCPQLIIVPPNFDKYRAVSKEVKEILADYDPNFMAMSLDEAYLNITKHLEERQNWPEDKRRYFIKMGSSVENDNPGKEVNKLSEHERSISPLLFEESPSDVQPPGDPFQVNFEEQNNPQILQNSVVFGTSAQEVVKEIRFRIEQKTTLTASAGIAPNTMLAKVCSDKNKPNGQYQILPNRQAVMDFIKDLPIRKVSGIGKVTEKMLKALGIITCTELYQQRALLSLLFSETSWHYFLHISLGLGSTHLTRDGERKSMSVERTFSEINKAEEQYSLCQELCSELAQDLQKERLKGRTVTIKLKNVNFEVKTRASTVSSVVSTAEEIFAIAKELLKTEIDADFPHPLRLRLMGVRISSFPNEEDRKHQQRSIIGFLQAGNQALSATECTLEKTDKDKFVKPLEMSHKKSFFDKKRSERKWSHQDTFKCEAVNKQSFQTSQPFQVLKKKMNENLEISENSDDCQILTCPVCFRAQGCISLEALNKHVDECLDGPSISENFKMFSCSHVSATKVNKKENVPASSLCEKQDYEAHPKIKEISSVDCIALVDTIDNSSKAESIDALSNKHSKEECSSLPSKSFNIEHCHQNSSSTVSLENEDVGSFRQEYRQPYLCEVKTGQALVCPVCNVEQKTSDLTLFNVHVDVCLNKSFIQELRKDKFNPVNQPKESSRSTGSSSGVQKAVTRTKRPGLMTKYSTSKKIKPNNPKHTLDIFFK
#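 Readout: fluorescence, taken kinetically at 0 and 10 min. Conditions: 10 nM Pol kappa, 15 min RT compound preincubation, 50 nM substrate final. Controls: enzyme-free buffer wells.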
# APEX1 inh – APE1 (human) endonuclease inhibition | Potency, µM (highest dose often 65.8 µM), for the others: at the top dose activity change, negative = inhibition, actives largely listed as inhibitors | AID 2517 | 0.35% of 350,000 active | recombinant APE1, TAMRA/BHQ-2 abasic DNA cleavage fluorescence;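 note: potency is the fitted concentration of half-maximal effect; plate controls were vehicle for no effect and reference inhibitor for full effect; nearly all actives have a fitted effect of over 55% in size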
#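 APE1 at 0.75 nM preincubated 15 min at room temperature with compound. Reaction then started with 50 nM double-stranded THF-abasic substrate labelled with TAMRA/BHQ-2, and 525/598 nm fluorescence read kinetically. Activity taken as third-minus-first read difference, normalized to DMSO and NSC13755 controls.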
# 12-LOX inh – blocks human arachidonate 12S-lipoxygenase; P18054; purified 12hLO, xylenol orange hydroperoxide absorbance; Potency, µM (series often up to 108 µM), for inactives: at the top dose activity change, negative = inhibition, hits mostly inhibitors; 1.1% of 580,000 active; note: potency is the fitted concentration of half-maximal effect; % is set by controls: 0 for no effect and ±100 for the full control effect
#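 Purified human 12hLO (150 nM final) in 25 mM Hepes, 0.01% Triton X-100, pH 7.0 was preincubated 15 min at room temperature with compound. Then 40 uM arachidonic acid was added, 30 min. Hydroperoxide was read by Fe-XO absorbance ratio 573/405 nm.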
# Pol iota inh – DNA polymerase iota (human) inhibition; Q9UNA4; Potency, µM (top dose mostly 115 µM), without a hit: at the highest dose activity, negative = inhibition, most hits filed as inhibitors; Pol iota fluorescent replication assay, 10 min; AID 588590; 1% of 390,000 active; note: potency is the fitted concentration of half-maximal effect
#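 Fluorescent replication assay read twice, at 0 min and 10 min after adding 50 nM (final) substrate. Enzyme (10 nM) and compounds were first incubated 15 min at room temperature; enzyme-free buffer wells were negative controls.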
# TRHR agonist – agonists of human TRH receptor. TRHR cells, calcium flux fluo-8, FDSS agonist mode. activation, % at 2 µM. 0.18% of 360,000 active; in the data active = activation above about 30%; note: 0% is about no effect
#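 Read-out: compound-evoked intracellular calcium rise in TRHR cells, fluo-8 dye, kinetic FDSS fluorescence at 1 s/cycle following a 10-cycle baseline. Cells cultured overnight before dye loading (30 min–1.5 h, RT).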
# Pol beta inh – DNA polymerase beta (human) inhibition; AID 485314; Potency, µM (top dose mostly 114 µM), inactives show at the highest dose activity change, negative = inhibition, usual class: inhibitors; Pol beta primer extension/strand displacement, fluorescence kinetic; 1.3% of 340,000 active; P06746; note: potency is the fitted concentration of half-maximal effect; % is set by controls: 0 for no effect and ±100 for the full control effect
#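 10 nM enzyme + cpd, 15 min RT; start with substrate 50 nM final; read 0 min and after 10 min RT. Corrected, normalized data; 4-parameter Hill curve fit.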
# An asterisk follows results filed as active; i = inactive; u = inconclusive; x = no result given; & = joins results of further samples; [ ] = dose if it differs, or a comment. Unless noted, calls come from the whole dose curve; as a rule, active = well fitted curve in the direction sought with a large enough effect; inconclusive = small, poorly fitted or top-dose-only effect, or another doubt; inactive = no such curve, though single readings can be large; an effect the other way counts as inactive or inconclusive. The list is partial (hit frequency here may not be typical).
smiles	BLM inh	Anesthetic bind	ERG Ets-DNA blk	POLK inh	APEX1 inh	12-LOX inh	Pol iota inh	TRHR agonist	Pol beta inh
O=C(O)CNC1=NCCCCC1	-5%	-15%	x	-7%	3%	4%	4%	0.4	0%
C/C(=N\NC(=O)CSc1ncccn1)c1ccc2c(c1)OCCO2	-11%	-4%	5%	-1%	-2%	x	10%	-0.2	-30%
Cc1nn(C)cc1NC(=O)CC12CC3CC(CC(C3)C1)C2	-1%	-10%	-2%	-8%	1%	-12%	-3%	1.2	23%
CCc1cccc2c(C(=O)CN3C(=O)NC4(CCCCC4)C3=O)c[nH]c12	x	x	7%	-16%	20%	-8%	73%[activator]	x	x
CCN1C(=O)N(S(=O)(=O)c2ccc(C)cc2)[C@@H](c2ccccc2)C(C(=O)OC)=C1C	3%[12.4 µM]	-12%	-2%	10%	-7%[12.4 µM]	0%	-1%	0.1	-20%
COC(=O)c1ccc(CSc2nc3ccccc3c(=O)n2N)cc1	-14%	-7%	-1%	-3%	24%	15%	-15%	-0.1	3%
O=C(CCCN1C(=O)c2ccccc2C1=O)Nc1c(C(=O)C2CC2)oc2ccccc12	1%	2%	-6%	-15%	-1%	41%[activator]	-6%	-0.4	13%
CCN(C(=O)COC(=O)c1cc(=O)c2ccccc2o1)c1c(N)n(Cc2ccccc2)c(=O)[nH]c1=O	x	x	-1%	0%	23%	-16%	32%[activator]	0.2	x
COc1ccc(C(c2nnnn2Cc2cccs2)N2CCN(c3ccc(F)cc3)CC2)cc1OC (stereo not drawn)	-8%	-1%	3%	-8%	-2%	u	11%	0.4	7%
O=C(CCCn1c(=O)c2sccc2n(CC(=O)NCc2ccco2)c1=O)NCc1ccco1	-3%	-1%	-7%	-10%	-5%	-4%	u	0.6	-1%
CC(=O)Nc1ccc(N=Cc2c(O)ccc3ccccc23)cc1	-5%	-16%	-11%	-21%	-19%	-24%	36%[activator]	8.8	-2%
CC1=NN(C(C#N)c2ccccc2)C(c2ccccc2)C1 (stereo not drawn)	4%	12%	4%	-1%	-4%	0%	17%	-1.1	8%
COc1ccc(-c2cnnn2-c2ccc(NC(=O)c3c(F)cccc3F)cc2)cc1	-4%	51%[activator]	1%	-24%[60.1 µM]	x	-1%	-12%	0.4	7%
COc1ccc(CCNC(=O)c2cn(C)c3ccc(S(=O)(=O)N(C)C)cc3c2=O)cc1OC	-1%	-1%	-19%	6%	x	-1%	-3%	-0.3	16%
NC(=O)c1sc2cc(C(F)(F)F)cnc2c1-c1cccs1	-6%	-13%	3%	5%	-1%	0%	1%	1.0	16%
CC1CCCCC12NC(=O)N(CC(=O)NCCc1ccccn1)C2=O (stereo not drawn)	1%	-8%	-7%	-5%	-6%	-10%	16%	0.6	4%
CCOc1ccccc1C(=O)NCC(=O)NNC(=O)c1cccc(S(=O)(=O)Nc2ccc(OC)cc2)c1	x	x	3%	-6%	11%	-3%	-11%	0.0	x
COc1ccc(S(=O)(=O)N2CCCCCC2)cc1C(=O)N(C)CCOc1ccc(Cl)cc1	x	x	u	-11%	1%	-11%	5%	0.0	x
CC(/C=C/c1ccccc1)=N/NC(=O)Cn1nnc(N)n1	1%	5%	5%	-9%	0%	u	78%[activator]	0.1	-17%
O=C1Nc2ccc(S(=O)(=O)N(CCO)CCO)c3cccc1c23	-3%	349%[activator]	-6%	-21%	14%	u	89%[activator]	0.6	12%
COc1ccccc1NC(=O)c1sc2nc3n(c(=O)c2c1C)N=C(c1cccc(Br)c1)CS3	0%	1%	2%	0%[60.1 µM]	x	-5%	29%	0.3	27%
NC1=NS(=O)(=O)NC1c1cccc(Cl)c1 (stereo not drawn)	-6%	-7%	-1%	5%	1%	2%	-12%	0.5	27%
CCC(C(=O)NC(C)(C)C)N(C(=O)c1ccc(Cl)nc1)C1CCCC1 (stereo not drawn)	-2%	-8%	-7%	-2%	1%	3%	-14%	12	31%
Cc1ccc2c(c1)nnn2C1CCN(C(=O)C2CCCCC2)CC1	0%	-10%	-6%	7%	0%	0%	-11%	-0.2	29%
CCC(=O)Nc1ccc(C(=O)CSc2nnc(-c3ccccc3F)n2CCc2ccccc2)cc1	-3%	-17%	15%	-8%	0%	u	8%	0.1	-14%
Cc1cn2c(=O)c(C(=O)N3CCN(c4ccccc4F)CC3)cnc2s1	x	x	8%	7%	24%	5%	39%	-0.1	x
O=C(Nc1ccc2nn(-c3ccccc3)nc2c1)c1ccc2c(c1)OCCO2	-2%	-5%	6%	-7%	1%	u	36%[activator]	0.7	21%
CCS(=O)(=O)c1ccccc1C(=O)NC1CCCc2ccccc21 (stereo not drawn)	-3%	-4%	8%	-2%	35%	-13%	-8%	0.1	-2%
O=c1c2ccccc2nnn1CSc1nnnn1-c1ccc(O)cc1	-8%	-12%	-14%	-2%	18%	-11%&-3%	-14%	1.8	3%
O=C(Nc1ccc(F)cc1F)NC1CCN(S(=O)(=O)c2ccc(F)cc2)CC1	-19%	-6%	0%	-15%	u	-5%	14%	-0.1	9%
Cc1cccc(-n2c(C)cc(/C=C3\C(=N)N4N=C(CC(C)C)SC4=NC3=O)c2C)c1	2%	0%	3%	-6%	-3%	-21%	-6%	-0.3	3%
COc1ccc(Cc2nc(-c3ccncc3)no2)cc1	-2%	-7%	-4%	6%	29%	-5%	-6%	-1.9	9%
Cc1ccc(CNC(=O)CSc2nc3n[nH]c(C)c3c(=N)n2-c2ccccc2Cl)cc1	-1%	-5%	-2%	-1%[60.1 µM]	x	-16%	-11%	-0.2	u
CCOC(=O)NC(=O)/C(N=Nc1ccc(C(F)(F)F)cc1)=C(\C)O	0%	-11%	-6%	2%	-2%	1%	-7%	-1.1	9%
O=C(O)CC(NC(=O)C12CC3CC(CC(C3)C1)C2)c1ccc(Cl)cc1 (stereo not drawn)	-3%	-2%	-1%	3%	24%	-21%	15%	-0.2	0%
COc1cc(CNC2CCCCC2)c(Br)cc1OC1CCCC1	-1%	-17%	3%	-5%	-6%	-3%	50%[activator]	1.3	2%
C[C@@H]1COC(=O)[C@H](CC(=O)OC(C)(C)C)C/C=C\C[C@@H](CC(=O)N[C@H](CO)Cc2ccccc2)C(=O)N1	x	x	4%	-3%	-5%	8%	1%	x	x
CCOc1cc(C(=O)NN2CCOCC2)cc(OCC)c1OCC	4%	0%	3%	11%	-8%	1%	12%	-0.1	79%
CC(CCc1ccccc1)NC(=O)COC(=O)c1ccccc1Br (stereo not drawn)	-4%	-14%	6%	4%	28%	-1%	6%	0.4	0%
O=C(N/N=C/c1ccc(Br)cc1)c1ccc(Br)o1	-7%	-4%	-4%	-37%	13%	4%	u	0.4	u
CCOc1ccccc1Cn1c(=O)sc2ccccc21	-5%	-9%	1%	-14%	2%	0%	41%[activator]	-0.6	0%
O=C(NC(=S)Nc1ccc2c(c1)C(=O)c1ccccc1C2=O)c1ccc(F)cc1	-6%	6%	x	x	7%	x	x	0.2	12%
Cc1cc(C)c(S(=O)(=O)Nc2cccc(C(=O)O)c2)cc1S(=O)(=O)Nc1cccc(C(=O)O)c1	x	x	7%	-5%	x	30%	136%[activator]	x	x
c1ccc2c(c1)OCC(c1nnc3sc(-c4cnccn4)nn13)O2 (stereo not drawn)	-16%	-14%	8%	-22%	-4%	u	u	0.8	4%
CN(C[C@H](CC1CCCCC1)N(C[C@H](Cc1ccccc1)N(CCc1ccccc1)N=O)N=O)N=O	-8%	-8%	14%	-10%	0%	-7%	-23%	0.3	-12%
O=C(CSCCO)Nc1ccc([N+](=O)[O-])cc1	-1%	-9%	1%	-1%	2%	-10%	104%[activator]	-0.1	-4%
CN(CCC#N)CC(=O)Nc1ccc(S(N)(=O)=O)cc1	-2%	-8%	19%	0%	14%	-38%	24%	0.3	20%
CC1Oc2ccccc2N(CC(=O)N(Cc2ccccc2)Cc2ccccn2)C1=O (stereo not drawn)	-4%	-2%	4%	1%	-3%	6%	1%[58.9 µM]	-2.7	-3%
Cc1ccc(S(=O)(=O)N(Cc2ccc(Cl)cc2)c2ccccc2C(=O)NCc2cccnc2)cc1	-5%	-12%	-1%	-9%	16%	-19%	6%	-0.1	2%
Cc1ccc(S/C(=N\S(=O)(=O)c2ccc(Cl)cc2)c2ccccc2)cc1	2%	-16%	6%	-7%	4%	0%	u	-1.0	-13%
CSc1nc2ccc(S(=O)(=O)N(C)C)cc2s1	-4%	-13%	7%	-6%	-7%	-5%	6%	-0.4	14%
CN(C)c1ccc(-c2cc(NCc3ccccc3)ncn2)cc1	0%	-1%	x	-5%[60.1 µM]	-6%	-26%	x	x	x
Cc1ccc2[nH]c(=O)c3cc(C(=O)NCC4CCCO4)sc3c2c1 (stereo not drawn)	-4%	-1%	-2%	-14%	12%	-10%	46%[activator]	-0.5	2%
Nc1ccccc1-c1nnc2n1CCCCC2	-1%	11%	15%	6%	69%[activator]	-8%	36%[activator]	0.2	0%
Cc1ccnc(NC(=O)CNC(=O)c2ccc3c(c2)OCO3)c1	0%	-5%	-5%	-4%	-2%	i	-4%	0.9	16%

# Structural class: the compounds so far containing a CF3 group (two)
smiles	BLM inh	Anesthetic bind	ERG Ets-DNA blk	POLK inh	APEX1 inh	12-LOX inh	Pol iota inh	TRHR agonist	Pol beta inh
NC(=O)c1sc2cc(C(F)(F)F)cnc2c1-c1cccs1	-6%	-13%	3%	5%	-1%	0%	1%	1.0	16%
CCOC(=O)NC(=O)/C(N=Nc1ccc(C(F)(F)F)cc1)=C(\C)O	0%	-11%	-6%	2%	-2%	1%	-7%	-1.1	9%

# Compound activity deposited in PubChem by National Center for Advancing Translational Sciences (NCATS).
